# IMPase cell inh: qHTS Assay for Identifying the Cell-Membrane Permeable IMPase Inhibitors; CHO-M1 cells, IP1 accumulation, HTRF TR-FRET ratio; inhibition (IP1 accumulation), % at 46.1 µM; 120,000 tested, under 10 active; active = well fitted curve in the direction sought with a large enough effect in the signal ratio, not every such curve was filed as active; inconclusive = small, poorly fitted or top-dose-only effect, or a change in a side signal; inactive = no such curve, though single readings can be large or run the other way; the % refers to the signal ratio;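 also: cells stimulated with carbachol in lithium chloride buffer; plate controls were DMSO basal wells for no effect and reference inhibitor wells for full effect; higher means more IMPase inhibition seen as more IP1 and lower FRET ratio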
# Target sequence (P97697 whole entry, looked up): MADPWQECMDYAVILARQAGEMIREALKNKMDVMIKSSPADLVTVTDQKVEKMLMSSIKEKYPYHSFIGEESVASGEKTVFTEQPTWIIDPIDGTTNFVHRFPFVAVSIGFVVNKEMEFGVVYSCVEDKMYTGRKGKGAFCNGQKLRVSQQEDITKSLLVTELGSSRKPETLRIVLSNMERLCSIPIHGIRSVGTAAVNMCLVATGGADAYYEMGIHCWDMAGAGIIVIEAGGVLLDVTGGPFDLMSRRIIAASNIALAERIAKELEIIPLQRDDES
#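 Carbachol-driven Gq signalling in CHO-M1 cells (2000/well) generates IP1. Compounds that block IMPase raise IP1 and so reduce the FRET signal from Eu-anti-IP1 and d2-IP1 after a 10 min room-temperature lysis.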
# 12-hLO inh: qHTS Assay for Inhibitors of 12-hLO (12-human lipoxygenase); Polyunsaturated fatty acid lipoxygenase ALOX12 (Homo sapiens), P18054; purified 12-hLO, xylenol orange hydroperoxide absorbance; Potency, µM (highest dose often 57.1 µM), for inactives: at the highest dose activity change, negative = inhibition, hits mostly inhibitors; actives 0.12% (n = 150,000); also: potency is read from the fitted curve at half-maximal effect; nearly all actives have a fitted effect of over 55% in size; many of its hits are not listed in these tables
# Target sequence (P18054 whole entry, looked up): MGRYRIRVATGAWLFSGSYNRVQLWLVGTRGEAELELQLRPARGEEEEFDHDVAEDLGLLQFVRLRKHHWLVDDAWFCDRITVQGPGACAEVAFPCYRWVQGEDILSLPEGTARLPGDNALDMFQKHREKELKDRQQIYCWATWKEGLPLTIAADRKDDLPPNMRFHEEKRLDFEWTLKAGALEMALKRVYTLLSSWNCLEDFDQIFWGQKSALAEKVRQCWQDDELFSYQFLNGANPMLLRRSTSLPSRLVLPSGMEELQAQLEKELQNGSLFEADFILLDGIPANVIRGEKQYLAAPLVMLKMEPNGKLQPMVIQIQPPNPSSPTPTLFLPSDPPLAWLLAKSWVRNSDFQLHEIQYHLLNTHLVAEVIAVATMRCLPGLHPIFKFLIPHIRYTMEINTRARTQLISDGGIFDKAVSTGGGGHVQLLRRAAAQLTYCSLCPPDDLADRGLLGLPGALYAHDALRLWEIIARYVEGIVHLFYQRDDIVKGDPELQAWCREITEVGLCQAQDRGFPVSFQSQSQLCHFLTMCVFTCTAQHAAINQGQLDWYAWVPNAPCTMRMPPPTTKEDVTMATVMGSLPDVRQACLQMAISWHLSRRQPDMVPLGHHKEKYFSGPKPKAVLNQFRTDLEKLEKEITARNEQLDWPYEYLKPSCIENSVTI
#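 150 nM 12hLO, 25 mM Hepes pH 7.0 + 0.01% Triton X-100; cpd preinc 15 min RT; 40 uM arachidonic acid, 30 min RT; Fe-XO 30 min; A573/A405 ratio as read-out.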
# 15-hLO-2 inh: qHTS Assay for Inhibitors of 15-hLO-2 (15-human lipoxygenase 2). actives 0.56% (n = 110,000). Potency, µM (highest dose often 57.1 µM), without a hit: top-dose activity change, negative = inhibition, most hits filed as inhibitors. Polyunsaturated fatty acid lipoxygenase ALOX15B (Homo sapiens), O15296. purified 15hLO-2, xylenol orange hydroperoxide absorbance. AID 881, 2007; also: potency is read from the fitted curve at half-maximal effect; nearly all actives have a fitted effect of over 60% in size; many of its hits are not listed in these tables
#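 Screening format was qHTS against 50 nM purified 15hLO-2 in Hepes pH 7.5 with detergent. Activity follows hydroperoxide formation from 45 uM arachidonic acid, measured as 573:405 nm absorbance ratio of the ferric-xylenol orange complex.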
# PNC assembly inh: High Content Assay for Compounds that inhibit the Assembly of the Perinucleolar Compartment; actives 3.1% (n = 140,000); PC3M PTB-GFP, PNC prevalence imaging, 16 h; stronger effect = lower value; activity change (PNC), negative = inhibition, % at 10 µM; AID 2417, 2010;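 active = readout at or below -70, meaning at least 70% loss of cells showing the perinucleolar compartment, a nuclear body marking cancer cells; inconclusive = readout between -30 and a set limit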;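 also: plate controls were DMSO wells for no effect and camptothecin positive control wells for full effect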
#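 Compounds are pinned in duplicate onto adhered PC3M cells stably expressing GFP-tagged PTB and incubated 16 h at 37 C. Cells are then fixed, nuclei stained with Hoechst, and PNC-positive cells counted.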
# * hit, by the source's call; ? = inconclusive; nt = not tested or not shown; & = joins results of further samples; [ ] = another dose, or the depositor's remark. Unless noted, calls follow the shape of the dose curve; as a rule, active = well fitted curve in the direction sought with a large enough effect; inconclusive = small, poorly fitted or top-dose-only effect, or another doubt; inactive = no such curve, though single readings can be large; an effect the other way counts as inactive or inconclusive. Unless noted, % is scaled to controls: 0 for no effect and ±100 for the full control effect. Only part of the results is shown; rates above refer to the full screens.
SMILES,IMPase cell inh,12-hLO inh,15-hLO-2 inh,PNC assembly inh
CCOc1ccc(NC(=O)C2CCCN(C(=O)NCc3ccccc3)C2)cc1 (stereo unspecified),-5,-2%,nt,-2
O=C(CCNC(=O)Cn1ccc2ccccc2c1=O)NCCCN1CCN(c2ccccc2F)CC1,-3,-2%,25%,-17
O=C(CN1CCCCC1)N1c2ccccc2Sc2ccc(C(F)(F)F)cc21,13,0%,nt,45
CC(=O)Nc1cc(-c2nn(CC(=O)N3CCCCC3)c(=O)c3ccccc23)ccc1N1CCOCC1,-2,5%,1%,?
CC(C)C(c1nnnn1Cc1ccccc1)N1CCc2ccccc2C1 (stereo unspecified),9,-2%,-3%,-13
COc1cccc(C(=O)CN(C(=O)c2ccc(Cl)c(Cl)c2)N2C(=O)c3ccccc3C2=O)c1,-2,-4%,-2%,?
COc1ccc(Nc2nc(-c3cccs3)nc3ccccc23)c(OC)c1,nt,2%,nt,10
c1ccc(SCc2nc(-c3cccnc3)no2)cc1,-3,6%,4%,21
COc1ccc(Nc2cc(C)nc3nc(C)nn23)cc1Cl,5,-3%,-1%,33
c1ccc(Cn2nnnc2CN2CCN(Cc3ccc4c(c3)OCO4)CC2)cc1,8,-4%,0%,-18
CCOC(=O)C1=NN(c2ccccc2)C(=O)/C1=C\c1ccc(N(C)C)cc1,-2,-2%,6%,-3
CCc1cccc(CC)c1NC(=O)COC(=O)Cc1ccsc1,-5,-1%,nt,?
Cc1cnc(NC(=O)c2sc3ccccc3c2Cl)s1,nt,4%,nt,-22
CCCCN(C)C(=O)C1CCN(Cc2ccc(OCc3ccccc3)cc2)CC1,-4,-22%,nt,18
COc1ccc(-n2cnnc2SCC(=O)NC2CCCc3ccccc32)cc1 (stereo unspecified),nt,-3%,nt,?
CC1CCN(c2ccc(C(=O)Nc3ccc4c(c3)OCO4)cc2[N+](=O)[O-])CC1,nt,-3%,nt,18
Cc1ccccc1-n1c(SCC(=O)N2CCN(c3ccccc3)CC2)nnc1-c1ccncc1,-6,-2%,1%,-13
O=C(Cn1nc(Cc2cccnc2)c2ccccc2c1=O)N1CCN(C(=O)c2ccco2)CC1,3,-1%,8%,-5
Cc1cccc(C)c1-n1c(C)cc(/C=N\NC(=O)CC(=O)NC2CCCCC2)c1C,nt,-3%,nt,35
O=C(CSCC(=O)N1CCOCC1)Nc1nc(-c2ccc3c(c2)OCO3)cs1,1,2%,-1%,?
Cc1ccc(S(=O)(=O)N(C)/N=C/C=C/c2ccccc2)cc1,1,1%,nt,14
Cn1cccc1CC(=O)N/N=C/c1cccc2ccccc12,-2,0%,-2%,-14
CCOC(=O)c1[nH]c2ccccc2c1NC(=S)Nc1ccccc1,nt,-5%,nt,11
C=CCn1c(Cc2ccc(OC)cc2)nnc1SCC(=O)c1cccc([N+](=O)[O-])c1,4,-3%,-12%,55
Nn1c(COc2ccccc2)nnc1SCC(=O)O,15,-1%,23%,7
O=C(O)C1CC=CCC1C(=O)Nc1cccc(Cl)c1Cl (stereo unspecified),?,-12%,-9%,?
CSc1ccc(-c2nnn(Cc3ccccn3)n2)cc1,2,-4%,-4%,?
CCn1c(-c2ccccc2)c(C(=O)O)c2ccccc21,5,1%,nt,52
CCCn1c2ccccc2c2nnc(SCC(=O)OCC)nc21,?,-4%,-2%,24
CCc1nc2ccccc2n(CCOCCn2c(=O)c(CC)nc3ccccc32)c1=O,1,0%,3%,-11
COC(=O)c1ccc(N2CCN(c3ccccc3)CC2)c(NC(=O)C2CC2)c1,16,-1%,nt,54
NCCCC(N)(C(=O)O)C(F)F (stereo unspecified),nt,-3%,nt,-15
CCOC(=O)CCCc1c[nH]c2ccccc12,2,0%,nt,80
CC1CCN(S(=O)(=O)c2csc(C(=O)Nc3ccccc3)c2)CC1,12,-9%,0%,24
Cn1c(N2CCC(C(N)=O)CC2)nc2c1c(=O)n(Cc1cccc(Br)c1)c(=O)n2C,3,-4%,3%,3
Cc1ccc2c(c1)cc(CN(Cc1ccc3c(c1)OCO3)C(=O)c1ccccc1)c1nnnn12,1,-3%,-4%,54
CCn1ncc(Cl)c1C(=O)Nc1cc(Cl)ccc1Cl,-4,-7%,-1%,?
Cc1ccc(NC(=O)CSc2ccc(-c3ccc4c(c3)OCO4)nn2)cc1F,-4,-3%,nt,6
O=C(c1ccccc1-c1ccccc1)N1CCCC1,-2,6%,-3%,16
CC1CC(C)CN(C(=S)Nc2ccc(OC(F)F)cc2)C1 (stereo unspecified),nt,-3%,nt,0
CCOC(=O)c1ccc(NC(=O)NCc2ccncc2)cc1,15,-10%,6%,-22
COc1ccc(OC)c(S(=O)(=O)N(C)CC(=O)Nc2cc(Cl)ccc2OC)c1,-3[0.369 µM],-3%,nt,3
CCCCn1nnc(NC(=O)c2sc3cc(Cl)ccc3c2Cl)n1,?,-14%,-5%,-4
Cc1cc(N2CCN(C)CC2)n2cc(-c3ccc(F)cc3)nc2n1,1,2%,9%,-7
O=C(Nc1cccc([N+](=O)[O-])c1)c1ccc(CSc2ccccc2)cc1,0,-4%,-2%,?
Cc1cccc(NC(=O)Cn2cc(C(=O)c3ccco3)c3ccccc32)c1,-4&3,-8%,-3%,?
CCN(CCO)C[C@H]1CCC[C@H]2CCCC[C@@H]21,nt,2%[11.4 µM],2%[11.4 µM],nt
O=C(CSc1nc2ccccc2c2nc3ccccc3n12)NCc1ccco1,7,2%,?,-83*
CC(C)(C)SCCNC(=O)/C=C/c1cccc([N+](=O)[O-])c1,nt,-5%,nt,29
c1ccc(Cn2ccnc2SCc2nnc(-c3ccccc3)o2)cc1,2,-2%,4%,14
O=C(CSc1nnnn1Cc1ccccc1)NCC(=O)c1ccccc1,11,0%,-4%,?
NC(=S)NNC(=O)[C@@H]1CCCC[C@@H]1C(=O)O,nt,-1%,nt,43
CCOC(=O)C(Cc1ccccc1)NC(=O)Cn1nnc(-c2ccccc2)n1 (stereo unspecified),3,3%,-19%,78
O=C(NCCC1=CCCCC1)C1CCCN(S(=O)(=O)c2cccc3cccnc23)C1 (stereo unspecified),7,1%,-4%,16
CCCCOCCCNC1=NCCCCC1,-8,3%,5%,41
CC1=CC(C)(C)N(C(=O)CSc2nnc(C)s2)c2ccc(C)cc21,5,-1%,-5%,97
COc1ccc(N=c2oc3cc(O)ccc3cc2C(=O)NCC2CCCO2)cc1 (stereo unspecified),-1,-10%,-17%,7
OC(CN1CCN(c2ccccn2)CC1)Cn1c2ccc(Cl)cc2c2cc(Cl)ccc21 (stereo unspecified),5,-21%,25%,?
COC(=O)c1ccc2c(=O)n(CCO)c(=S)[nH]c2c1,3,0%,-7%,?
CC1=CC2=NC(=O)/C(=C\c3cccn3CCOc3cc(C)ccc3C)C(=N)N2O1,nt,-10%,nt,-11
# (list continues)
SMILES,IMPase cell inh,12-hLO inh,15-hLO-2 inh,PNC assembly inh
Cc1cc(C(F)(F)F)nn1CC(=O)NNC(=S)NCC(C)C,-5,3%,-3%,0
COc1cccc(NC(=O)/C=C\c2ccc(Cl)cc2)c1,4,-9%,15%,nt
CCCCNS(=O)(=O)c1ccc2c(c1)oc(=O)n2CC(=O)OCC,4,-1%,-4%,-1
Cc1[nH]c2ccccc2c1Cc1nnc(SCCC#N)o1,-2,4%,nt,-100*
COc1ccc(S(=O)(=O)NCCCCCC(=O)NCCCN2CCOCC2)cc1,0,4%,13%,6
NC(=O)CS(=O)(=O)c1nc2ccccc2n1CC(=O)N1CCCCC1,-12,-1%,0%,27
NCCN=C1NS(=O)(=O)c2ccccc21,4,4%,nt,6
O=c1cc2c(nn1Cc1c(Cl)cccc1Cl)-c1ccccc1CC2,7,-20%,-16%,19
O=C(Oc1ccc(-n2cnnn2)cc1)c1ccco1,9,-1%,-6%,-5
N#Cc1cc(N2CCCCC2)c([N+](=O)[O-])cc1C#N,-10,-3%,nt,18
O=C(NCCC(=O)N1CCN(c2ncccn2)CC1)c1ccccc1Cl,-1,5%,0%,29
OCCN1CCN(Cc2cc(Cl)c3cccnc3c2O)CC1,9,-21%,36%[activator],51
COC(=O)c1ccccc1NC(=O)C1CCCN(S(C)(=O)=O)C1 (stereo unspecified),?,-1%,-1%,-16
Cc1cc(-n2nc(C)cc2C)nc(NS(=O)(=O)c2ccccc2)n1,-2,-3%,3%,32
C(#CCN1CCC(Cc2ccccc2)CC1)COCCOCc1ccccc1,nt,3%,nt,-6
S=c1[nH]nc(-c2ccco2)n1/N=C/c1cccs1,3,-8%,nt,-24
COc1ccccc1NC(=O)Cc1c(F)cccc1Cl,4,2%,nt,?
CC(=O)OCCC(C)CCC=C(C)C (stereo unspecified),nt,1%,7%,nt
CCN(c1cccc(C(F)(F)F)c1)S(=O)(=O)c1ccc2c(c1)CCN2C(=O)C1CC1,2,-3%,6%,-24
CC(C)(C)c1nnc(NC(=O)CN2C(=O)C3C4C=CC(C4)C3C2=O)s1 (stereo unspecified),-1,-5%,2%,27
CN(C)CCN1C(=O)c2oc3ccc(F)cc3c(=O)c2C1c1ccncc1 (stereo unspecified),?,-11%,-2%,?
CS(=O)(=O)N(Cc1ccccc1)c1ccc(C(=O)NCc2cccnc2)cc1,-1,5%,8%,?
O=C1CC(C(=O)Nc2ccccc2)C2(CCCCC2)O1 (stereo unspecified),1,-2%,2%,3
COC(=O)C(CC(=O)c1ccc(Cl)cc1)c1ccc(C)cc1 (stereo unspecified),0,-3%,nt,-100*

# 5 records picked at random from those above:
SMILES,IMPase cell inh,12-hLO inh,15-hLO-2 inh,PNC assembly inh
Cc1ccc2c(c1)cc(CN(Cc1ccc3c(c1)OCO3)C(=O)c1ccccc1)c1nnnn12,1,-3%,-4%,54
CCN(CCO)C[C@H]1CCC[C@H]2CCCC[C@@H]21,nt,2%[11.4 µM],2%[11.4 µM],nt
S=c1[nH]nc(-c2ccco2)n1/N=C/c1cccs1,3,-8%,nt,-24
Cc1cc(C(F)(F)F)nn1CC(=O)NNC(=S)NCC(C)C,-5,3%,-3%,0
NC(=S)NNC(=O)[C@@H]1CCCC[C@@H]1C(=O)O,nt,-1%,nt,43

# Carrying on:
SMILES,IMPase cell inh,12-hLO inh,15-hLO-2 inh,PNC assembly inh
CCC(=O)Nc1nnc(CSCc2ccccc2)s1,-4,1%,-3%,22
COc1ccc(-n2c(C)cc(C(=O)CSc3ccc(NC(C)=O)cc3)c2C)cc1,nt,-2%,nt,31
COc1cccc(N(CC(=O)NCc2cccnc2)S(C)(=O)=O)c1,3,-2%,2%,30
CSc1ccc(/C=C(\C(=O)O)c2ccc(S(=O)(=O)N3CCCCC3)s2)cc1,2,0%,nt,15
CC1C(=NO)C(C)C(c2ccccc2)NC1c1ccccc1 (stereo unspecified),0,-2%,2%,30
COc1ccc(NS(=O)(=O)c2cccc(NC(=O)CCC(=O)c3cccs3)c2)cc1,nt,-3%,nt,?
O=C(CCC(=O)c1cccs1)NCC(=O)Nc1ccc(F)c(F)c1F,nt,-2%,nt,33
CC(=O)Nc1ccc(Nc2cc(C)nc3c(-c4ccc(Cl)cc4)cnn23)cc1,nt,-2%,nt,-18
Cc1nc2cc(-n3ccc(=O)cc3)ccc2n1-c1ccccc1,-4,0%,0%,51
O=c1c(Cl)c(N2CCCCC2)cnn1-c1nc2ccccc2[nH]1,1,7%,37%[activator],?
COC(=O)C1=C(C)NC(C)=C(C(=O)OC)C1c1cc2cc(C)ccc2[nH]c1=O,2,16%,2%,?
Cn1c(OCc2ccco2)nc2c1c(=O)n(Cc1ccc(Cl)c(Cl)c1)c(=O)n2C,5,-1%,-12%,28
COc1ccc(C(C#N)C2(C)OCCO2)cc1OC (stereo unspecified),3,0%,4%,18

# High-throughput results: PubChem BioAssay, National Center for Advancing Translational Sciences (NCATS)
